ATXN2 expr inh – ATXN2 expression inhibition; hit rate 0.72% among 360,000; HEK-293 ATXN2-luciferase reporter, luminescence, 24 h; Potency, µM (series often up to 57 µM), for the others: at the highest dose activity change, negative = inhibition, usual class: inhibitors; note: potency is the fitted concentration of half-maximal effect; % is set by controls: 0 for no effect and ±100 for the full control effect; nearly all actives have a fitted effect of over 55% in size
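qHTS (up to 57 uM final) was run with 24 h compound exposure of reporter cells at 37 °C. Each well was multiplexed: SteadyGlo luminescence measured ATXN2-luciferase expression after a fluorogenic Gly-Phe-AFC viability readout (25 uM final).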
ATXN viability – reduces viability in counter-screen for ATXN expression inhibitors; Potency, µM (titrated, usually from 56.7 µM), most hits filed as cytotoxic; hit rate 0.49% among 400,000; S2 cells (HEK-293 line with an ATXN2-luciferase reporter) viability, CellTiter-Fluor protease fluorescence, 24 h; AID 651635; note: potency is the fitted concentration of half-maximal effect; nearly all actives have a fitted effect of over 40% in size
MCF10A rerep – inducers of DNA re-replication in MCF 10A breast cells. MCF 10A DNA re-replication, Hoechst nuclear intensity, 48 h. Potency, µM (series often up to 46.1 µM), inactives show at the top dose activity, positive = re-replication, actives largely listed as activators. hit rate 2.9% among 350,000; note: potency is the fitted concentration of half-maximal effect; % of control where 0% means no effect; nearly all actives have a fitted effect of over 50% in size
Nrf2 block – blocks Nrf2 signaling; A549 ARE-Fluc reporter, luciferase luminescence, 18-24 h; Potency, µM (series often up to 46 µM), without a hit: top-dose activity change, negative = inhibition, usual class: inhibitors; hit rate 2.1% among 360,000; AID 504444; note: potency is the fitted concentration of half-maximal effect; % is set by controls: 0 for no effect and ±100 for the full control effect; nearly all actives have a fitted effect of over 60% in size
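In this cell-based qHTS, ARE-driven firefly luciferase in A549 cells reports Nrf2 activity; the luminescent signal after BugLite lysis is the measured value, with a prior CellTiter-Fluor read for cell health.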
A549 tox – kills or reduces viability of A549 cells in Nrf2 counter-screen; A549 ARE-Fluc cells, CellTiter-Fluor viability, 18-24 h; Potency, µM (titrated, usually from 46 µM), without a hit: at the top dose activity change, negative = cytotoxicity, usual class: inhibitors; hit rate 0.16% among 390,000; note: potency is the fitted concentration of half-maximal effect; % is set by controls: 0 for no effect and ±100 for the full control effect
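Cytotoxicity counterscreen: CellTiter-Fluor fluorescence was measured in A549 ARE_Fluc cells after 18-24 h of compound exposure in a concentration series. The subsequent BugLite luminescent read reports ARE-luciferase activity.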
IL1B secr inh – inflammasome signaling inhibition, IL-1 beta readout. THP-1 LPS/ATP IL-1B secretion, AlphaLISA, 16 h; stronger effect = lower value. activity change, % at 57.5 µM. hit rate 4.7% among 360,000; in the data active = activity change below about -50%; inconclusive = mostly about -30% to -49%; note: % is set by controls: 0 for no effect and ±100 for the full control effect
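Secreted IL-1B measured by AlphaLISA bead assay after 16 h compound exposure of THP-1 cells; compounds (final up to 57.5 uM) added 1 h before LPS (250 ng/mL) and ATP (1.25 mM) stimulation; lower signal means less secretion.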
HepG2 tox – kills HepG2 cells in TGF-b inhibitor counter-screen | HepG2 CAGA-GFP viability, ATP luminescence, 18 h | Potency, µM (series often up to 46.1 µM), inactives show at the top dose activity change, negative = cytotoxicity, hits mostly cytotoxic | hit rate 0.76% among 410,000 | AID 588856; note: potency is the fitted concentration of half-maximal effect; some results filed as inactive show a strong effect at the top dose
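HepG2 CAGA-GFP cells (1000/well, DMEM with 1% FBS) received compound, then TGF-beta at 500 pg/mL final, and were incubated 18 hours at 37 degrees C. Viability was read by CellTiter-Glo luminescence. Media-only wells were set as complete cell-killing and DMSO as no toxicity.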
TGFb inhibitor – inhibitors of TGF-b signaling; HepG2 CAGA-GFP TGF-b/SMAD3 reporter, GFP fluorescence, 18 h; TGF-beta stimulated, 500 pg/mL final; Potency, µM (series often up to 46.1 µM), inactives show top-dose activity, negative = inhibition, most hits filed as inhibitors; hit rate 1.2% among 410,000; note: potency is the fitted concentration of half-maximal effect; % is set by controls: 0 for no effect and ±100 for the full control effect; nearly all actives have a fitted effect of over 65% in size
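Per well, imaged GFP fluorescence of HEPG2 CAGA-GFP cells gives the signal; cells get compound, then TGF-beta (500 pg/mL final), 18 h at 37 degrees C; %Activity versus -TGF-beta and +DMSO controls.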
Nrf2 ARE act – activates Nrf2 signaling. hit rate 0.31% among 410,000. AID 624171. Potency, µM (series often up to 46.1 µM), inactives show at the top dose activation, usual class: activators. AREc32 ARE-luciferase reporter (MCF7-derived line), luminescence, 24 h; note: potency is the fitted concentration of half-maximal effect; % of control where 0% means no effect; nearly all actives have a fitted effect of over 65% in size
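For detection, Steady-Glo was added and plates sat 30 min at RT; before that, AREc32_Fluc cells grown overnight in OPTI-MEM/5% FBS had been treated with 23 nL compound for 24 hr at 37 deg C.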
* = called active by the depositor; i = inactive; ? = inconclusive; · = no result given; [ ] = remark or other dose. Unless noted, calls come from the whole dose curve; as a rule, active = well fitted curve in the direction sought with a large enough effect; inconclusive = small, poorly fitted or top-dose-only effect, or another doubt; inactive = no such curve, though single readings can be large; an effect the other way counts as inactive or inconclusive. This is a random part of the collection. About 8.8% of those tested had a hit in this group.

Sequence of screens – ATXN2 expr inh | ATXN viability | MCF10A rerep | Nrf2 block | A549 tox | IL1B secr inh | HepG2 tox | TGFb inhibitor | Nrf2 ARE act
1. CCC(C)(C)NC(=O)CN(C(=O)c1csnn1)c1cccc2c1CCCC2
    -8% | i | ? | 10% | 3% | 10 | -34% | -8% | -0.2%
2. N#C/C(=C/c1ccc(-c2cccc([N+](=O)[O-])c2)o1)C(=O)Nc1nc(-c2cccs2)cs1
    -1% | i | -47%[inhibitor] | 2% | 0% | 21 | -11% | 13% | 19%
3. Cc1ccc(-c2cc(Cc3ccccc3)c(=O)[nH]n2)cc1
    -7% | i | -3% | 0% | 5% | -6 | -17% | -1% | -0.2%
4. CCCCC(=O)NC1=C(C(=O)OC)SCC1
    7% | i | -9% | 2% | -1% | -12 | 4% | -11% | 0.1%
5. O=C(COC(=O)c1ccc(O)cc1)Nc1ccccc1-c1ccccc1
    -15% | i | 0% | -3% | 1% | 10 | -16% | 13% | 2.2%
6. CCOC(=O)c1sc(NC(=O)c2cc(CC)on2)c(C(=O)OCC)c1C
    -1% | i | · | 15% | 2% | · | -4% | 29% | -1.2%
7. CCc1nnc(NC(=O)c2cccs2)s1
    19% | i | -5% | ? | 2% | -2 | -15% | 5% | 2.0%
8. Cc1ccc(C)c(C(=O)CCC(=O)NNC(=O)c2cccs2)c1
    1% | i | 0% | 11% | -1% | 10 | 3% | -3% | -0.4%
9. CCc1ccc(OCc2ccc(C(=O)O)o2)cc1
    2% | i | -1% | ? | 2% | -12 | 8% | 0% | -1.9%
10. CNc1nc(-c2ccc3c(c2)CCN3C(=O)c2ccccc2C)cs1
    28% | i | ? | ? | -1% | -10 | -25% | -13% | 4.1%
11. CCOC1=C/C(=C/c2c(N)n3nc(-c4ccccc4)sc3nc2=O)C=CC1=O
    -13% | i | 26µM* | -1% | 0% | 46 | 1% | 11% | ?
12. CC(C)CN(C(=O)COC(=O)Cc1n[nH]c(=O)c2ccccc12)C1CCS(=O)(=O)C1 (stereo not given)
    3% | i | 4% | -4% | -1% | 13 | 4% | -26% | -0.4%
13. CCOC(=O)c1c(C)[nH]c(C)c1C(=O)CSc1nnnn1-c1ccccc1
    1% | i | 17% | -21% | -6% | 10 | -30% | -14% | -0.1%
14. COc1cc2c(cc1OC)-c1cc3ccc(OC)c(OC)c3c[n+]1CC2
    6% | i | -6% | 8% | -14% | 21 | -4% | 7% | -0.8%
15. Cc1[nH]c2ccc(Br)cc2c1CCNC(=O)c1cc2ccccc2oc1=O
    10% | i | · | -14% | -5% | · | -3% | 0% | -0.1%
16. CCOC(=O)C1CCCN(S(=O)(=O)c2ccc(Cl)nc2)C1 (stereo not given)
    2% | i | 3% | 17% | -3% | 10 | 3% | 0% | 0.7%
17. Cc1ccc2nc(SCC(=O)Nc3cc([N+](=O)[O-])ccc3F)[nH]c2c1
    2% | i | ? | 20% | 1% | 91 | 27% | ? | 7.3%
18. CCOC(=O)c1c(/N=C/C2=C(O)CCCC2=O)sc(C)c1C
    7% | i | 5% | 5% | 6% | 0 | -24% | ? | 2.6%
19. O=C(Nc1nnc([C@@H]2C[C@H](O)[C@@H](CO)O2)s1)Nc1ccccc1Oc1ccccc1
    4% | i | · | · | · | 0 | 1% | 19% | 3.3%
20. CC1CC(C)CN(C(=O)c2cccc(NC(=O)CC3SC(N4CCCCC4)=NC3=O)c2)C1 (stereo not given)
    -23% | i | 7% | ? | -2% | -14 | -11% | -32% | 4.6%
21. O=C1C2C3C=CC(C3)C2C(=O)N1c1cccc2cccnc12 (stereo not given)
    -7% | i | -2% | · | -3% | 13 | 3% | 3% | -1.6%
22. CC(NCC(=O)NCCc1ccc(S(N)(=O)=O)cc1)c1ccc(F)cc1 (stereo not given)
    -4% | i | -5% | -20% | 4% | i | 31% | 15% | 0.1%
23. COc1ccc(/C=N/Nc2nc3ccccc3o2)cc1OC
    33%[activator] | i | 0% | ? | 9% | -18 | -20% | -12% | 1.6%
24. COc1ccc(OC)c(N=C(N)N=C(N)N)c1
    3% | i | 2% | -10% | 20% | 0 | 0% | 27% | -1.0%
25. CC(C)Cc1ccc(CN2CCCC(NC(=O)CCn3cnnn3)C2)cc1 (stereo not given)
    2% | i | ? | ? | -3% | -60* | 0% | -3% | 0.6%
26. NC(=O)[C@@H]1CC2(CC(c3cccc(NC(=O)[C@H]4CCC(=O)N4)c3)=NO2)CN1C(=O)c1ccc(Cl)cc1 (stereo not given in full)
    2% | i | -7% | 7% | 4% | 5 | 11% | 6% | 0.1%
27. COc1ccc(Nc2ncnc3c2cnn3-c2cc(Cl)ccc2C)cc1OC
    -29% | i | · | · | 1% | · | -28% | ? | 6.2%
28. O=C(N1CCOCC1)N1CCN(c2ccc(F)cc2)CC1
    6% | i | 8% | 0% | -3% | 6 | -5% | 3% | 0.0%
29. Cn1nnnc1SCC(=O)N1c2ccccc2Sc2ccc(Cl)cc21
    0% | i | ? | -7% | 3% | -8 | 5% | 8% | 0.2%
30. CN(C(=O)CSc1nc2ccccc2n1Cc1cccc(C(F)(F)F)c1)c1ccccc1
    ? | ? | · | · | -10% | · | -8% | ? | -1.3%
31. CC1CCN(C(=O)CSc2nnc(-c3ccccc3F)o2)CC1
    27% | i | 0% | ? | -15% | 32 | -1% | 5% | 0.4%
32. C=CCN1c2ccccc2[C@]23C[C@@H](C(=O)OC)N(C(=O)C4CCC4)C2=NC(C(=O)OC)=C(C(=O)OC)[C@H]13
    -10% | i | 1% | -2% | -8% | 11 | -17% | ? | -1.0%
33. COc1cccc(NC(=O)CN2CCc3ccccc3C2)c1
    · | i | 0% | -18% | 21% | -12 | -4% | -15% | 7.0%
34. CNS(=O)(=O)c1cccc(C(=O)NCC(c2cccs2)N2CCOCC2)c1 (stereo not given)
    -1% | i | 16% | 3% | -4% | 4 | 2% | -9% | -0.6%
35. CCC(=O)Nc1cc(C(=O)OCC(=O)c2ccc(Cl)cc2Cl)ccc1C
    3% | i | 1% | ? | -16% | 6 | -9% | 0% | 0.3%
36. COc1ccc(C(=O)Nc2ccc(C)c(S(=O)(=O)N3CCCCCC3)c2)cc1
    ? | i | ? | 21µM* | -19% | 0 | -43% | ? | 2.3%
37. Nc1nc(SCC(=O)NCc2ccccc2)n[nH]1
    9% | i | -2% | 3% | -6% | 21 | 1% | -9% | -0.2%
38. CCOC(=O)N1CCN(C2CC(=O)N(c3ccc(C)cc3)C2=O)CC1 (stereo not given)
    -5% | i | 0% | · | 4% | 21 | 7% | 2% | -0.2%
39. COc1ccc(C(=O)n2c(C)c(CCO)c(=O)n2C)cc1
    4% | i | -2% | 17% | 0% | 11 | 0% | 11% | 2.0%
40. CCN(CC(=O)Nc1ccccc1C(F)(F)F)C(=O)CN1C(=O)NC(C)(c2ccccc2)C1=O (stereo not given)
    -3% | i | 1% | 0% | 0% | 5 | -7% | -8% | -0.7%

Values in list order from the list.
HepG2 tox, nos. 25–33: 0%, 11%, -28%, -5%, 5%, -8%, -1%, -17%, -4%
Nrf2 ARE act, nos. 25–33: 0.6%, 0.1%, 6.2%, 0.0%, 0.2%, -1.3%, 0.4%, -1.0%, 7.0%

(list continues)
No.	canonical_smiles	ATXN2 expr inh	ATXN viability	MCF10A rerep	Nrf2 block	A549 tox	IL1B secr inh	HepG2 tox	TGFb inhibitor	Nrf2 ARE act
41	CCCCCCn1c(=O)c(Cc2ccccc2)c(O)c2ccccc21	6%	i	1%	-8%	14%	14	-2%	-11%	-0.5%
42	CCc1cccc(NC(=O)Cn2c(=O)n(CCC(=O)NCc3ccccc3Cl)c(=O)c3sccc32)c1	9%	i	·	-9%	-1%	·	0%	0%	-1.1%
43	C[C@H]1CN([C@@H](C)CO)C(=O)c2cc(NC(=O)C3CCCCC3)ccc2O[C@H]1CN(C)CC1CCCCC1	7%	i	-17%	4%	-3%	?	3%	?	1.2%
44	O=C(Cn1nc(-c2ccccc2)ccc1=O)Nc1ccc(NC(=O)c2ccccn2)cc1	·	i	19%	?	-14%	10	2%	?	-1.3%
45	O=S(=O)(NCCN1CCOCC1)c1cccs1	10%	?	8%	12%	3%	-4	7%	8%	-0.2%
46	COc1ccc(NC(=O)COc2cccc(C(F)(F)F)c2)cn1	2%	i	3%	-20%	1%	-14	22%	26%	-0.4%
47	COc1cccc(/C=N/NC(=O)CSc2ccccc2C)c1OC	1%	i	3%	-17%	-3%	18	-2%	0%	0.7%
48	CC(C)(C)CC(C)(C)NC(=O)c1ccccc1	-1%[11.3 µM]	i	-1%	-17%	8%	-4	-9%	-4%	-0.4%

Structures from the list above containing a furan ring, fused or not, in the order listed:
No.	canonical_smiles	ATXN2 expr inh	ATXN viability	MCF10A rerep	Nrf2 block	A549 tox	IL1B secr inh	HepG2 tox	TGFb inhibitor	Nrf2 ARE act
2	N#C/C(=C/c1ccc(-c2cccc([N+](=O)[O-])c2)o1)C(=O)Nc1nc(-c2cccs2)cs1	-1%	i	-47%[inhibitor]	2%	0%	21	-11%	13%	19%
9	CCc1ccc(OCc2ccc(C(=O)O)o2)cc1	2%	i	-1%	?	2%	-12	8%	0%	-1.9%

Assay outcomes as filed in PubChem.
